Screening results: PubChem BioAssay, Sanford-Burnham Center for Chemical Genomics
APJ antagonist = antagonists of human APJ apelin receptor. P35414. CHO-K1 APJ beta-arrestin complementation, luminescence. inhibition, % at 20 µM. actives 0.32% (n = 330,000);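 active = inhibition above about 40% at 20 µM, limit read from the data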;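 note: cells challenged with 10 nM apelin-13 agonist together with compound; plate controls were apelin-13 plus DMSO wells for no effect and DMSO wells lacking apelin-13 for full effect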
Target sequence (P35414 whole entry, looked up): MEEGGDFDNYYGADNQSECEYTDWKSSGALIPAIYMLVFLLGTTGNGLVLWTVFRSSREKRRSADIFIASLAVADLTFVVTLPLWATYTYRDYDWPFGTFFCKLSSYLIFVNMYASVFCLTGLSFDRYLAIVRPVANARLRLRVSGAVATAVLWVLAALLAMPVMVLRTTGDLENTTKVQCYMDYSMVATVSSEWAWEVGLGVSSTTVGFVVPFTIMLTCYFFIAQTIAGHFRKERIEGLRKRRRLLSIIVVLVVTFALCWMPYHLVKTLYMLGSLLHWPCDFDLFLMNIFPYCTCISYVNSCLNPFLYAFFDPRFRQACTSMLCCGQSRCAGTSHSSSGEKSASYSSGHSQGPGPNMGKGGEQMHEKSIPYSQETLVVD
Gli-Sufu antag = Gli-Sufu pathway antagonism. Sufu-KO-LIGHT fibroblasts, Gli luciferase reporter luminescence. inhibition, % at 5 µM. actives 0.74% (n = 340,000);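 active = inhibition above about 55%, limit read from the data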;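 note: 0% = DMSO-treated cells and 100% = wells with medium but no cells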
CCR6 antag = CCR6 (human) receptor antagonism | P51684 | CHO-K1 CCR6 PathHunter beta-arrestin, luminescence, CCL20-stimulated | inhibition, % at 20 µM | actives 0.49% (n = 340,000) | AID 493098;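 active = compounds whose inhibition of the agonist-driven luminescence signal at 20 µM reaches about 50%, limit read from the data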;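 note: cells stimulated with CCL20 at 14 nM final; plate controls were DMSO with CCL20 for no effect and DMSO without agonist for full effect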
Target sequence (P51684 whole entry, looked up): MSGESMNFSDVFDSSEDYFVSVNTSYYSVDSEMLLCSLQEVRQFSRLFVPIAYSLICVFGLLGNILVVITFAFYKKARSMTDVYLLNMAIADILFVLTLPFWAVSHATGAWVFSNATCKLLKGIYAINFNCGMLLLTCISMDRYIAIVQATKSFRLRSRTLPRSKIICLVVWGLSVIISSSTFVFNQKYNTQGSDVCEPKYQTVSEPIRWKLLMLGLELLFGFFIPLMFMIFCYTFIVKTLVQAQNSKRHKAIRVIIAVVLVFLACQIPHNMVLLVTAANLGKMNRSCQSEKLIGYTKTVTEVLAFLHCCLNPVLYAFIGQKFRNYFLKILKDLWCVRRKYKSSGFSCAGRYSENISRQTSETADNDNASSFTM
EBI2 block = EBI2 (human) antagonism; P32249; EBI2 beta-arrestin recruitment, luminescence, 7a,25-OHC stimulated; inhibition, % at 5 µM; actives 0.81% (n = 360,000); AID 651636; in the data active = inhibition above about 38%;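 note: enzyme fragment complementation signal reports receptor beta-arrestin coupling in cells; 0% = agonist plus DMSO wells and 100% = wells without agonist; some results beyond the cut were filed as inactive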
UBC13 polyUb = human UBC13 polyubiquitination inhibition | AID 485273 | UBC13 polyubiquitin chain formation, TR-FRET | inhibition, % at 20 µM | actives 0.47% (n = 330,000) | P61088; in the data active = inhibition above about 45%, passing the limit was not always enough; inconclusive = no clear call, values can overlap the other calls
Target sequence (P61088 whole entry, looked up): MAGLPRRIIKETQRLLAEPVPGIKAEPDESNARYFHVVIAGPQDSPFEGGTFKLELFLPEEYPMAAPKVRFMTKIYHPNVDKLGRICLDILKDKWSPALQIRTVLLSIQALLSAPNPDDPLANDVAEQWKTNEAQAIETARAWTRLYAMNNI
ATG4B inh = inhibitors of human ATG4B cysteine protease. inhibition, % at 8.33 µM. actives 0.51% (n = 340,000). ATG4B cleavage of LC3-PLA2, NBD-HPC fluorescence, 1 h. AID 504462; in the data active = inhibition above about 40%
APJ ag = agonists of human APJ apelin receptor; activation, % at 20 µM; AID 2520; actives 0.11% (n = 330,000); P35414; CHO-K1 APJ PathHunter beta-arrestin, luminescence; 0% DMSO wells, 100% apelin;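 active = activation more than six SD over the plate average, tested at 20 µM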;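 note: 0% = DMSO alone and 100% = apelin-13 at 10 nM; some results filed as inactive read as strong as hits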
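Incubation: overnight seeding, 90 min compound at 25 °C, 1 h detection; test system: PathHunter CHO-K1 APJ (AGTRL-1) beta-arrestin reporter cells; amount: 1000 cells/well; doses: one dose, 20 µM compound, 1% DMSO; measured by: beta-gal luminescence; measure: agonist-driven arrestin binding to APJ; benchmarks: negative DMSO alone, positive Apelin-13 at 10 nM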
CXCR6 block = blocks human CXCR6 beta-arrestin recruitment; O00574; CHO-K1 PathHunter CXCR6 beta-arrestin, luminescence; AID 602244; actives 0.36% (n = 360,000); inhibition, % at 20 µM; in the data active = inhibition above about 34%, passing the limit was not always enough;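 note: antagonist mode with CXCL16 agonist at 10 nM final; 0% = 10 nM CXCL16 with DMSO and 100% = unstimulated wells without agonist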
* hit, by the source's call; u = inconclusive; x = no result given.

structure	APJ antagonist	Gli-Sufu antag	CCR6 antag	EBI2 block	UBC13 polyUb	ATG4B inh	APJ ag	CXCR6 block
COCc1cc(C)nc(OCC(=O)N/N=C/c2cc(C)n(-c3c(C)cccc3C)c2C)c1C#N	2	-14	-3	10	-6	4	-4	1
COCCNC(=O)COc1ccc(Nc2ccccc2)cc1	11	-1	5	-3	-2	2	-2	-4
CCOC(=O)c1ccc(NC(=O)c2ccccc2C)cc1	13	-32	19	0	13	3	1	-4
CC(C)C[C@@H](CNCC(=O)[C@H](CC(=O)O)NC(=O)c1[nH]cnc1C(=O)N[C@H](CN)CC(C)C)NC(=O)c1nc[nH]c1C(=O)N[C@@H](Cc1ccccc1)C(=O)O	x	-4	12	-4	x	2	x	8
O=C(CN1CCN(Cc2ccc(F)cc2)CC1)NCCc1ccccc1	12	24	1	-6	-2	-12	4	4
O=C(O)CC1(c2ccccc2)C(=O)c2ccccc2C1=O	-6	1	-3	-4	-5	-8	13	2
C/C(=N\NC(=S)NCc1ccccc1)c1ccccc1	-2	-15	14	4	9	3	-2	6
Cc1cc(C)nc(NNS(=O)(=O)c2ccc(F)c(Cl)c2)n1	53*	10	42	30	-5	0	-22	21
O=C(OCCCCN1C(=O)c2ccccc2C1=O)c1ccc(S(=O)(=O)N2CCCC2)cc1	-7	19	19	8	5	-2	-1	4
CN(CC1CCCN(CCc2ccc(Cl)cc2)C1)C(=O)CC(F)(F)F (stereo unspecified)	15	2	1	-1	10	-6	-3	-3
O=C(Nc1ccccc1)N1N=C(c2ccc(F)cc2)CC1c1ccc(F)cc1 (stereo unspecified)	-4	8	2	25	-2	-4	-1	3
COc1ccc(N2CCN(C(=O)Cc3ccc(S(=O)(=O)N4CCOCC4)s3)CC2)cc1	-13	5	11	11	-4	-2	2	5
CC(=O)Nc1ccc(S(=O)(=O)Nc2cccc(C(=O)NC(C)(C)C)c2)cc1	12	4	-13	-5	7	-8	-2	7
Cc1ccc(-n2c(CCc3nc4ccccc4[nH]3)n[nH]c2=S)cc1	8	x	-19	-1	0	4	-1	4
O=C1CC(C(=O)N2CCCc3ccccc32)CN1c1ccc(Cl)cc1 (stereo unspecified)	0	4	13	10	1	-5	-3	2
CCOC(=O)c1ccc(COC(=O)c2ccc3c(c2)-c2ccccc2C3=O)cc1	-4	-11	10	-7	-8	-5	0	0
CCCC(=O)Nc1cc(S(=O)(=O)N(CC)CC)ccc1Cl	15	-3	7	-9	0	-5	-2	6
Cc1ccc(NC(=O)C2CCCN(c3ncnc4c3nc3n4CCCCC3)C2)cc1Cl (stereo unspecified)	6	10	4	21	-1	4	-1	-9
COC(=O)CCN(c1ccccc1)S(=O)(=O)c1ccc(OC)cc1	12	7	37	2	7	-6	-3	-6
CSc1ccc(/C=C/C(=O)OCC(=O)NC2CC2)cc1	11	-4	-4	8	1	-52	-3	-3
Cc1cc(NC(=O)C(C)SCC(=O)Nc2cc(C(F)(F)F)ccc2N2CCOCC2)no1 (stereo unspecified)	-4	-2	16	-8	-5	-7	4	0
CCOC(=O)c1c(NC(=O)c2nn(C)cc2[N+](=O)[O-])sc(C)c1C	2	15	-11	-7	-4	-9	-2	3
CCOC(=O)N1CCN(CC(O)COc2c(C)cccc2C)CC1 (stereo unspecified)	0	0	4	13	6	2	-1	-4
CC1(C)c2[nH]c3ccccc3c2C[C@@H]2C(=O)N(Cc3ccccc3)C(=O)N21	-67	-7	4	-7	9	-3	13	-7
Cc1ccccc1-c1nc(CSc2nc3c(c(=O)[nH]2)CCC3)c(C)o1	13	-9	-15	-26	0	-3	2	-1
O=c1c(-c2ccccc2)c(O)nc2ccccn12	19	28	-3	2	0	-5	-6	-5
O=C(NN=C1CCCC1)c1cccs1	6	-1	-4	-11	-6	-8	-1	-3
O=C(Oc1ccc2c(c1)OCC2=O)c1ccccc1	-6	0	9	-3	-2	3	-8	-5
O=C(O)/C=C\c1ccccc1Oc1cccc(Cl)c1	2	-1	11	1	-5	15	-1	2
O=C(Oc1ccccc1)Oc1ccc2c(c1)oc(=O)c1ccccc12	-5	4	13	0	u	2	8	3
O=C(/C=C/c1ccc(F)cc1)Nc1cccc(S(=O)(=O)N2CCOCC2)c1	0	-18	7	12	-8	-21	3	-4
Cc1ccc(C)c(OCC(=O)Nc2ccc(N3CCOCC3)cc2N2CCOCC2)c1	-3	15	5	7	-6	-11	-2	-4
CCc1ccc(CNCCNCC(C)O)cc1 (stereo unspecified)	-7	8	4	-7	1	-2	3	-1
O=C1c2cccnc2C(Nc2ccc(Br)cc2)N1Cc1cccs1 (stereo unspecified)	-19	33	2	0	17	7	-2	3
COc1ccc(CN(C)Cc2nc(Cc3cccc(F)c3)no2)c2cccnc12	-15	63*	7	0	-4	3	0	1
COc1ccc(OC)c(N2CC(O)(c3cccs3)[N+]3=C2SCCC3)c1 (stereo unspecified)	5	13	4	0	6	-4	0	6

A second format for part of the listing above.
Every second line gives: APJ antagonist	Gli-Sufu antag	CCR6 antag	EBI2 block	UBC13 polyUb	ATG4B inh	APJ ag	CXCR6 block
CCOC(=O)c1c(NC(=O)c2nn(C)cc2[N+](=O)[O-])sc(C)c1C
 : 2	15	-11	-7	-4	-9	-2	3
CCOC(=O)N1CCN(CC(O)COc2c(C)cccc2C)CC1 (stereo unspecified)
 : 0	0	4	13	6	2	-1	-4
CC1(C)c2[nH]c3ccccc3c2C[C@@H]2C(=O)N(Cc3ccccc3)C(=O)N21
 : -67	-7	4	-7	9	-3	13	-7
Cc1ccccc1-c1nc(CSc2nc3c(c(=O)[nH]2)CCC3)c(C)o1
 : 13	-9	-15	-26	0	-3	2	-1
O=c1c(-c2ccccc2)c(O)nc2ccccn12
 : 19	28	-3	2	0	-5	-6	-5
O=C(NN=C1CCCC1)c1cccs1
 : 6	-1	-4	-11	-6	-8	-1	-3
O=C(Oc1ccc2c(c1)OCC2=O)c1ccccc1
 : -6	0	9	-3	-2	3	-8	-5
O=C(O)/C=C\c1ccccc1Oc1cccc(Cl)c1
 : 2	-1	11	1	-5	15	-1	2
O=C(Oc1ccccc1)Oc1ccc2c(c1)oc(=O)c1ccccc12
 : -5	4	13	0	u	2	8	3
O=C(/C=C/c1ccc(F)cc1)Nc1cccc(S(=O)(=O)N2CCOCC2)c1
 : 0	-18	7	12	-8	-21	3	-4
Cc1ccc(C)c(OCC(=O)Nc2ccc(N3CCOCC3)cc2N2CCOCC2)c1
 : -3	15	5	7	-6	-11	-2	-4
CCc1ccc(CNCCNCC(C)O)cc1 (stereo unspecified)
 : -7	8	4	-7	1	-2	3	-1
O=C1c2cccnc2C(Nc2ccc(Br)cc2)N1Cc1cccs1 (stereo unspecified)
 : -19	33	2	0	17	7	-2	3
COc1ccc(CN(C)Cc2nc(Cc3cccc(F)c3)no2)c2cccnc12
 : -15	63*	7	0	-4	3	0	1
COc1ccc(OC)c(N2CC(O)(c3cccs3)[N+]3=C2SCCC3)c1 (stereo unspecified)
 : 5	13	4	0	6	-4	0	6

New compounds follow:
structure	APJ antagonist	Gli-Sufu antag	CCR6 antag	EBI2 block	UBC13 polyUb	ATG4B inh	APJ ag	CXCR6 block
CCC(=O)NC(c1cc(Cl)c2cccnc2c1O)C1CC1 (stereo unspecified)	26	42	39	34	-16	6	-3	14
Cc1ccc(C)c(OCCC(=O)NNC(=O)c2cc(C)oc2C)c1	-8	-3	-6	15	5	3	-5	9
CN(CCOc1ccccc1)C(=O)CCc1c[nH]c2ccccc12	24	0	8	15	0	-9	-4	-3
CC(C)c1ccc(C(=O)NCCCN(C)C)cc1	8	-4	14	-19	-7	0	-1	-15
FC(F)(F)c1cc(-c2cccs2)nc(-n2cc(Cl)cn2)n1	-9	17	-9	-18	1	7	-4	-3
Cc1cc(C)cc(NC(=O)NC2CCN(CC(=O)Nc3cccc(Cl)c3C)CC2)c1	7	0	1	18	14	6	-3	5
COc1ccc(S(=O)(=O)N2CCN(C(=O)c3ccco3)CC2)cc1OC	1	7	4	0	8	5	1	-2
O=C(Nc1ccc(F)cc1)NC1CCN(Cc2nnnn2Cc2ccco2)CC1	12	9	-13	-2	-12	-2	0	0
COc1ccccc1N1CCN(S(=O)(=O)c2c[nH]c(=O)[nH]c2=O)CC1	6	1	-10	0	-2	-1	7	-3
CCC1CCc2c(sc(N)c2C(N)=O)C1 (stereo unspecified)	9	-12	0	5	0	2	-7	-16
O=C(CCCOc1ccc(Cl)cc1Cl)N1CCN(c2ccccn2)CC1	6	10	0	19	4	4	-4	1
CC1Sc2ccc(S(=O)(=O)N3CCC(C(=O)NCCc4ccccc4)CC3)cc2NC1=O (stereo unspecified)	-1	3	4	-1	8	1	1	-10
C1CCN(c2c3c(nc4nnnn24)CCCC3)CC1	17	9	-2	-2	12	5	-1	11
Nc1cc(-c2ccc(Cl)cc2)nn1S(=O)(=O)c1ccc(Cl)cc1	-8	-2	10	-2	-2	-2	-2	-1
O=C1CC(C(=O)O)(c2ccccc2)c2cccc(F)c21 (stereo unspecified)	-21	x	17	-3	4	-3	1	8
CCN(CC)S(=O)(=O)c1ccc2nnn(OCC(=O)Nc3cccc(C#N)c3)c2c1	3	8	14	15	0	-17	8	-10
CC(=O)Oc1cc2c(C(=O)NCCCN3CCOCC3)c(C)oc2c2ccccc12	-45	7	-34	4	-4	0	5	-14
O=C(CN(Cc1ccccc1)C(=O)c1ccco1)NCc1ccc(F)cc1	-11	-4	16	14	8	-4	-5	0
COc1ccc(C(=O)/C=C/c2cc(C(=O)O)cc3c2OCOC3)c(O)c1	-11	3	13	4	8	7	-1	4
CCN(C(=O)CSc1nc(C2CC2)n(-c2ccccc2)n1)C1CCS(=O)(=O)C1 (stereo unspecified)	0	-9	11	-3	-4	2	-3	-4
COc1ccc(NC(=O)c2cccc(N3C(=O)NC4CC3(C)Oc3ccccc34)c2)cc1 (stereo unspecified)	9	4	-10	-7	4	-16	-7	0
Cn1ncc([N+](=O)[O-])c1C(=O)N/N=C/c1cccc([N+](=O)[O-])c1	12	0	10	-5	5	2	-3	-5
O=C(NC1CCCCC1NC(=O)c1ccco1)c1ccco1 (stereo unspecified)	5	4	4	-4	-7	-15	-4	-4
COc1ccc(C(O)P(=O)(OCCC(C)C)c2ccc(N(C)C)cc2)cc1OC (stereo unspecified)	12	-1	0	-11	-8	-10	-2	2
COc1ccc(C2(O)CN(c3ccc(C)cc3)C3=[N+]2CCCC3)cc1 (stereo unspecified)	-3	54	8	-3	7	6	-2	7
Cc1cc(C(=O)COC(=O)C2CCN(C(=O)c3ccc(Cl)cc3)CC2)c(C)n1CC1CCCO1 (stereo unspecified)	-13	1	7	73*	3	1	-1	0
CN(C)CCCN(C(=O)C1=COCCO1)c1nc2ccc(Br)cc2s1	21	36	22	-25	13	7	8	-10
O=C(CCCn1c(=S)[nH]c2cc3c(cc2c1=O)OCO3)NCc1cccc(Cl)c1	17	2	16	-5	20	2	-2	-12
CN(Cc1ccccc1)c1nc(-c2cccc([N+](=O)[O-])c2)nc2ccccc12	5	10	6	-13	3	3	-6	3
